RAD54 branch: RAD54 (human) branch migration inhibition | RAD54 Holliday junction branch migration, FAM/BHQ fluorescence | inhibition, % at 10.4 µM | actives 0.14% (n = 360,000) | AID 602329;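 active means mean normalized replicate activity at least 40 and at least half of replicates scoring 40 or more; inconclusive means only one of the two criteria met; inactive means mean below 40 and under half of replicates reaching 40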;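 further: 0% = median of neutral control wells and 100% = median of positive control wells; inhibitors cause a drop in the FAM fluorescence signal; in these data hits start at about 50%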
Target sequence (Q92698 whole entry, looked up): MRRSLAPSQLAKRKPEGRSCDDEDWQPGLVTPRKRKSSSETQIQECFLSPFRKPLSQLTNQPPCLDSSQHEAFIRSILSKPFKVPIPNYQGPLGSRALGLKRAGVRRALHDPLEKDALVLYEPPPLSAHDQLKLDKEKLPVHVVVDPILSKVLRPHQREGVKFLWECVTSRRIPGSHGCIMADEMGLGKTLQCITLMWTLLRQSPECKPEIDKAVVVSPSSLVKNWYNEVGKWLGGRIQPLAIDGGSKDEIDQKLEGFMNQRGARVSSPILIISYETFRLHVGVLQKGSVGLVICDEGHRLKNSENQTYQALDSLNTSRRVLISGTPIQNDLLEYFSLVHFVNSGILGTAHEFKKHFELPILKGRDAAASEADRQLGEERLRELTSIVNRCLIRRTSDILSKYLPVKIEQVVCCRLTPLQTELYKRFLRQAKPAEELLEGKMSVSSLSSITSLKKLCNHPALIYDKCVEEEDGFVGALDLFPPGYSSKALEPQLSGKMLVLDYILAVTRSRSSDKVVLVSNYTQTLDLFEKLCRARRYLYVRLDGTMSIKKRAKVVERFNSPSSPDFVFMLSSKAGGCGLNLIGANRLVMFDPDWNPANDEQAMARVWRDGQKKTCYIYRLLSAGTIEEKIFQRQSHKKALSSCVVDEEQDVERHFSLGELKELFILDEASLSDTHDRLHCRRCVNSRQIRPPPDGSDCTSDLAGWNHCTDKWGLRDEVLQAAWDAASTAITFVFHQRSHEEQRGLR
The depositor's hits bear a star; ? = inconclusive. An excerpt (hit frequency here may not be typical).

A first look, three compounds:
SMILES	RAD54 branch
O=C1CC(SC(=NCc2ccc3c(c2)OCO3)Nc2ccccc2)C(=O)N1 (configuration not stated)	-7.1
CCC(=O)N1CCc2cc(S(=O)(=O)CCC(=O)Nc3ccc(F)c(F)c3)ccc21	-3.5
CCC(C)NC(=O)CSc1nc(-c2cccs2)cc(C(F)(F)F)n1 (configuration not stated)	-0.3

The list itself, from the first entry:
SMILES	RAD54 branch
O=C1CC(SC(=NCc2ccc3c(c2)OCO3)Nc2ccccc2)C(=O)N1 (configuration not stated)	-7.1
CCC(=O)N1CCc2cc(S(=O)(=O)CCC(=O)Nc3ccc(F)c(F)c3)ccc21	-3.5
CCC(C)NC(=O)CSc1nc(-c2cccs2)cc(C(F)(F)F)n1 (configuration not stated)	-0.3
Cc1ccnc(NC(=O)COC(=O)C2COc3ccccc3O2)n1 (configuration not stated)	-4.7
O=C(NCc1ccccc1)c1ccc(=O)[nH]n1	4.0
CC(=O)c1c(C)nc2ccc(Cl)cn12	1.5
COc1ccc(C2CC(c3ccccc3)Nc3nc(N)nn32)cc1 (configuration not stated)	0.5
Cc1cccc(Cn2c(C(C)(C)C)cc3cccnc32)c1	10.3
COc1ccc(S(=O)(=O)N(CC(=O)N2CCN(C)CC2)c2ccc(C)cc2)cc1OC	-1.4
COc1cc(C(=O)Nc2ccc(-c3nnc(-c4ccco4)o3)cc2)cc(OC)c1OC	-10.6
CCCc1ccc(OCc2ccc(C(=O)N/N=C/c3cccc([N+](=O)[O-])c3)o2)c(OC)c1	-3.2
CCOC(=O)c1nc(C)n(-c2cc(Cl)ccc2Cl)n1	-2.6
O=S(=O)(NCc1cccnc1)c1ccccc1	-16.0
O=c1c2cnn(-c3ccc(F)cc3)c2ncn1Cc1ccc(F)cc1	-3.8
COCCNC(=O)c1ccc(CS(=O)(=O)c2ccccc2)o1	3.0
Cc1nc([N+](=O)[O-])c(Br)n1CC(=O)c1ccc2ccccc2c1	1.6
COc1ccc(C(N)CCc2ccco2)cc1 (configuration not stated)	-10.6
O=C(CCn1c(=O)oc2ccccc21)n1c(=O)oc2ccccc21	-1.6
Cc1c(C(=O)OCC(C)(C)CN(C)C)oc2ccccc12	8.8
O=C(CN1CCN(c2ccc(F)cc2)CC1)NCC1CCCO1 (configuration not stated)	-10.6
CCOC(=O)C(=O)Nc1nnc(CCc2ccccc2)s1	-17.2
CCC(=O)Nc1nc2ccccc2n1Cc1ccccc1	-20.5
CCCCNC(=O)c1cc2n(n1)C(C(F)(F)F)CC(c1ccccc1)N2 (configuration not stated)	0.2
CCOC(=O)C1=C(c2ccccc2)NC(=S)NC1C (configuration not stated)	7.1
O=C(CCCc1cccs1)N1CCN(S(=O)(=O)c2ccccc2Br)CC1	8.1
O=C(O)C1C2CCC(C2)C1C(=O)NCc1ccccn1 (configuration not stated)	7.5
CCOC(=O)/C(N=Nc1c(Br)cc(Br)cc1Br)=C(\C)O	2.9
O=c1[nH]cnc2scc(-c3ccsc3)c12	-2.8
N#Cc1cc(C(=O)c2cc(Cl)ccc2O)cn(CC2CCCO2)c1=O (configuration not stated)	0.9
Cc1cc(C)n(/N=C/c2ccccc2)c(=O)c1C#N	-6.6

Two entries picked at random from the list so far, as already listed:
SMILES	RAD54 branch
O=C(CCCc1cccs1)N1CCN(S(=O)(=O)c2ccccc2Br)CC1	8.1
CCC(=O)Nc1nc2ccccc2n1Cc1ccccc1	-20.5

Continuation.
SMILES	RAD54 branch
CC1(C)CC(=O)C(C2(O)C(=O)N(Cc3ccccc3)c3ccccc32)CO1 (configuration not stated)	-7.8
CN(C)S(=O)(=O)c1cccc(CSc2cccc[n+]2[O-])c1	-13.0
CCCCn1c(SCC(=O)Nc2nnc(CC)s2)nc2ccccc2c1=O	1.1
O=S(=O)(c1ccccc1)C1(S(=O)(=O)c2ccccc2)CCCC1	2.8
O=C(OCCN1C(=O)c2ccccc2C1=O)c1ccco1	-20.2
O=C(Nc1cccnc1)C1CCCN(S(=O)(=O)c2cccc3nsnc23)C1 (configuration not stated)	-8.1
COc1cccc(OCc2cc(/C=N/NC(=O)c3ccn[nH]3)ccc2OC)c1	8.3
COC(=O)c1ccc(C(NC(=O)OCc2ccccc2)/C(C)=C/[C@@H](C)C(=O)NCc2ccc(-c3ccccc3)cc2)cc1 (some centres not stated)	1.3
Cc1ccc2c(c1)C=CC(C)N2C(=O)c1ccccc1 (configuration not stated)	-3.9
CC(=O)O[C@H]1CC[C@@]2(C)C(=CC[C@H]3[C@@H]4CC[C@H](C5(C)OCCO5)[C@@]4(C)CC[C@@H]32)C1	-3.4
COc1ccc2nc(C)cc(Nc3ccc(N4CCOCC4)cc3)c2c1	?
Cc1cccc(NC(=O)Nc2cc(C)on2)c1	-0.9
O=C(c1ccc2c(c1)OCO2)N1CCN(c2ccc(F)cc2)CC1	-4.7
Cc1ccc(OCCN2CCN(C(=O)CCC(=O)Nc3nnc(C)s3)CC2)cc1	-6.2
CC(c1nnc(SCC(=O)N2CCc3ccccc32)n1-c1ccc(Cl)cc1)N(C)C (configuration not stated)	6.4
CCC(c1nnnn1Cc1ccco1)N1CCN(c2cc(Cl)ccc2C)CC1 (configuration not stated)	-1.8
O=C(O)C1CC(=O)N(c2ccc3c(c2)OCCO3)C1 (configuration not stated)	-0.4
CCOc1ccccc1CNC(=O)CCN1C(=O)COc2ccccc21	9.8
COC(=O)c1cc2nc(-c3ccccc3)cc(C(F)(F)F)n2n1	8.7
CCOc1ccc(OCC)c(N=c2oc3c(C)ncc(CO)c3cc2C(N)=O)c1	0.6
Cc1nn(C(C)C(=O)N2CCN(c3ccccn3)CC2)c(=O)c2cc3occc3n12 (configuration not stated)	-8.1
O=C(Cc1ccc(Cl)cc1)Nc1ccc(-c2nnc(-c3ccco3)o2)cc1	0.9
CC1CCN(CC(O)CN2c3ccccc3Sc3ccccc32)CC1 (configuration not stated)	6.1
Cc1c(NS(=O)(=O)c2ccc3c(c2)CCN3C(=O)C2CC2)c(=O)n(-c2ccccc2)n1C	0.9
COc1ccc(NC(=O)C2CCCO2)cc1 (configuration not stated)	-5.5
O=S(=O)(NCCOCC(F)(F)C(F)F)c1ccc2oc3ccccc3c2c1	-6.7
COc1cccc(C2OC(=O)c3ccccc3N2C(C)=O)c1OC(C)=O (configuration not stated)	-1.2
O=C(O)CCc1ccc(-c2ccccc2)n1CC(=O)O	-2.3
Cc1ccc(S(=O)(=O)N(C)CC(=O)Nc2cccc(C)n2)cc1	-3.5
COc1ccc(S(=O)(=O)c2ccc(OC)cc2)cc1	-5.9
Nc1ccccc1O	9.2
Cc1cc(C)c2c(CC(=O)Nc3nccs3)coc2c1	-9.0
CCSC1=N/C(=C\c2ccc(C(=O)O)cc2)C(=O)S1	-3.3
CCc1nc2ccccc2c(NC(=O)CN2CCC(C)CC2)c1C	11.4
CCc1c(C(=O)Nc2ccc(S(=O)(=O)N3CCOCC3)cc2)csc1C	7.2
COC(=O)C1(c2ccccc2)NC(c2cccs2)C2C(=O)N(c3ccccc3)C(=O)C21 (configuration not stated)	2.8
CCc1nnc(N/N=C/c2ccccc2Cl)n1N	2.3
OC1(c2ccc3ccccc3c2)CCN(Cc2ccccc2)C1 (configuration not stated)	2.4
CCC(C)(C)n1nnnc1C(c1ccc(C)cc1)N(Cc1ccco1)Cc1cccs1 (configuration not stated)	5.9
C=C(C)c1cccc(C(C)(C)NC(=O)N2CCOCC2)c1	-1.0
COc1ccc2nc(NC(=O)C3CCCN(S(=O)(=O)c4cccc5nonc45)C3)sc2c1 (configuration not stated)	-3.1
Cc1ccc(CNC(=O)C2CCCCC2C(=O)O)cc1 (configuration not stated)	-20.1
O=C(CSCc1cccc(Br)c1)N/N=C/c1ccc2c(c1)OCO2	9.8
O=C(O)c1cc(-c2ccccc2Cl)n[nH]1	2.9
CCC(CO)NCc1ccc(OC2CCCC2)cc1 (configuration not stated)	-1.0
COc1ccc(C)cc1S(=O)(=O)Nc1cccnc1	4.4
COc1ccc(N(CC(=O)NCc2ccco2)S(=O)(=O)c2ccc(OC)c(OC)c2)cc1	-12.6
COc1cccc(/C=N/NC(=O)c2nc(-c3ccccc3)cc(-c3ccccc3)n2)c1	3.1
Cc1ccccc1NS(=O)(=O)c1ccc(C2CNC(=O)C2)cc1 (configuration not stated)	-0.3
CCn1c(COc2cccc(C)c2)nnc1SCC(=O)CC(=O)Nc1ccccc1OC	6.5

Next results:
SMILES	RAD54 branch
Cc1cccn2c(=O)c3cc(C(=O)N4c5ccccc5CC4C)n(C)c3nc12 (configuration not stated)	-6.8
CCN1CCN(C(=O)c2sc3nc(C)nc(N4CCC(C)CC4)c3c2C)CC1	-7.1
CCCN(C(=O)c1ccco1)c1nnc(-c2ccncc2)s1	9.7
Cc1noc(/C=C/c2ccco2)c1S(=O)(=O)N1CCC(C(=O)N2c3ccccc3CC2C)CC1 (configuration not stated)	-2.9
N#Cc1c(-c2ccco2)nc(NCC2CCCO2)[nH]c1=O (configuration not stated)	-1.1
Cc1cc(NC(=O)CSc2ccc(-c3ccccc3)nn2)no1	0.8
COc1cc(OC)cc(-c2sc3ccc(OC)cc3c2-c2ccc(OCCN3CCOCC3)cc2)c1	3.5
Cc1cc(C)c(C#N)c(SCC(=O)N2CCCCC2)n1	-9.4
CCc1nnc(NC(=O)CSc2nc3ccccc3s2)s1	0.8
CC1(C)OC(=O)C(=NNc2ccc(Cl)cc2)C(=O)O1	6.7
COc1ccc(N2CCN(C(=O)CSc3ccccc3)CC2)cc1	-2.2
COc1ccc(NS(=O)(=O)c2cccc(C(=O)OCC(=O)Nc3cc(C)on3)c2)cc1	-3.4
C=CCn1c(Cc2cccs2)nnc1SCC(=O)Nc1ccc(OC)c(OC)c1	9.2
Cc1ccc(C(=O)CCC(=O)Nc2cccc(C(F)(F)F)c2)cc1C	-13.9
COc1cccc(-c2nnc(SCC(=O)OC(C)C)n2N)c1	-9.5
Cc1ccc(S(=O)(=O)N2CCCN(S(=O)(=O)c3ccc(C(F)(F)F)cc3)CC2)cc1	4.3
CC(C)CCNC(=O)[C@@H](NC(=O)c1c(F)cccc1F)C(C)C	0.4
O=C(c1cccc(Cl)c1)N1CCN(Cc2ccccc2F)CC1	-9.3
CCc1ccc2[nH]c(=O)c(CN(CCCN3CCOCC3)C(=O)Nc3ccccc3)cc2c1	0.7
CN(CCCNC(=O)C1CCN(S(=O)(=O)c2cccc3nsnc23)CC1)Cc1ccccc1	13.7
CCCCn1c(/N=C/c2c[nH]c3ccccc23)nc2ccccc21	9.8
O=C(NCc1ccc2c(c1)OCO2)c1ccc(NC(=O)C2CCCO2)cc1 (configuration not stated)	-9.2
COCCN1C(=O)C(=O)/C(=C(/O)c2cccc(OC)c2)C1c1ccc(C)o1 (configuration not stated)	-4.8
O=c1[nH]nc(Cc2ccccc2)c2ccccc12	-2.3
COc1ccc(OC)c(NS(=O)(=O)c2ccc(-c3coc(C)n3)cc2)c1	-5.9
O=C(COC(=O)c1cccs1)c1ccccc1	-1.8
COc1ccc2[nH]c(C)c(C(=O)CN3CCN(C/C=C/c4ccccc4)CC3)c2c1	26.3
Nc1nc(-c2ccccc2)cs1	-10.5
O=C(CC1SC(N2CCCCC2)=NC1=O)Nc1cccc(C(F)(F)F)c1 (configuration not stated)	5.6
N#Cc1nc(-c2ccc(OCc3ccccc3)cc2)oc1NCCCN1CCOCC1	0.5
CCOc1cc(-c2noc(CCC(=O)N3CCOCC3)n2)ccc1OC	-3.8
CCOC(=O)N1CCN(C(=O)c2cnsn2)CC1	2.8
Cc1nn(C(C)C(=O)NCc2ccccc2Cl)c(=O)c2c1sc1ccccc12 (configuration not stated)	-1.8
CN(C)c1ccc(C(=S)N2CCOCC2)cc1	1.3
CCC(C)(C)NC(=O)C(c1ccco1)N(C(=O)c1csnn1)c1cccc(F)c1 (configuration not stated)	7.1
COC(=O)C1=C(C(=O)OC)[C@@H]2N(C)c3ccc(OC)cc3[C@@]23C[C@@H](C(=O)OC)N(C(=O)c2cccs2)C3=N1	2.8
COc1ccc(/C=C\C(=O)c2c(O)ccc3c(C)cc(=O)oc23)cc1OC	8.1
Cc1cc(C(=O)CSc2ccc(Cl)cc2)cc(C)c1OC(=S)N(C)C	-0.6
O=S(=O)(c1cccs1)N1CN(Cc2ccc(Cl)cc2)c2nc3ccccc3nc21	-5.5
COc1ccc2cc(C(=O)NCC(=O)O)sc(=O)c2c1OC	3.2
CCOC(=O)c1oc2cccc(O)c2c1CN1CCOCC1	-4.7
Cc1nnc(NC2(C(F)(F)F)C(=O)Nc3c2c(=O)n(C)c(=O)n3C)s1 (configuration not stated)	1.0
COc1ccc(C2C(C#N)=C(C)NC3=C2S(=O)(=O)c2ccccc23)cc1 (configuration not stated)	-1.3
CCOC(=O)CNC(=O)c1cc(-c2ccc3c(c2)OCCO3)oc1C	5.1
COc1cc(-c2noc(-c3cccs3)n2)cc(OC)c1OC	7.6
O=C(CN1CCN(c2ncc(C(F)(F)F)cc2Cl)CC1)NCCNc1ncc(C(F)(F)F)cc1Cl	5.1
Cc1cc(C)n(-c2nnc3n2N=C(c2ccccc2)CS3)n1	-5.0
O=c1cc(-c2ccco2)nc(-c2cccs2)o1	-3.9
Cc1nc(-c2ccc(C(=O)O)cc2)cs1	1.6
Cn1c(CC(=O)Nc2ccccc2)nnc1SCC(=O)c1ccccc1	-6.4
CN(C)CCCN(C(=O)c1ccc(S(=O)(=O)N2CCc3ccccc3C2)cc1)c1nc2c(F)cc(F)cc2s1	11.1
CCOCCCNC(=O)C(NC(=O)c1ccc(=O)[nH]c1)c1ccccc1 (configuration not stated)	-5.0
